# High-throughput results (PubChem)
# SENP1 inh: blocks the human SENP1 SUMO protease catalytic domain; 360,000 compounds, 0.21% hits; inhibition, % at 10 µM; recombinant SENP1 catalytic domain, CyPet-SUMO1-YPet FRET cleavage;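 active = inhibition at least 30% at 10 µM, raw YFP signal under a set limit, fluorescence ratio 0.5 to 1.5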;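 also: 0% = enzyme with DMSO and 100% = no enzyme wells; some results filed as inactive read as strong as hits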
# Target sequence (Q9P0U3 419-644 limits assumed): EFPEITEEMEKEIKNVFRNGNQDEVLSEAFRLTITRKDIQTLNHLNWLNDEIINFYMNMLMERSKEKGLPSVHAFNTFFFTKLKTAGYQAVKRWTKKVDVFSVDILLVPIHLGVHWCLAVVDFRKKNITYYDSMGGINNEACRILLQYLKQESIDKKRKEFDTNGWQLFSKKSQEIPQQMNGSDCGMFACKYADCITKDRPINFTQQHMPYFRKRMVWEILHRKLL
#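 Test system: human SENP1 catalytic domain; medium: Tris pH 8 buffer plus EDTA, NaCl, BME, BSA, NP40, catalase; incubation: 50 min reaction at room temperature; technique: FRET, CFP and YFP emission; controls: no-enzyme low control and enzyme-plus-DMSO high control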
# PfG6PD inh: PfG6PD (Plasmodium falciparum) enzyme inhibition. 350,000 compounds, 0.78% hits. inhibition, % at 20 µM. PfGluPho enzyme, NADPH resazurin-diaphorase fluorescence;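 active = inhibition reaching at least a set limit at 20 µM in the primary screen, cut at about 59% in these data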;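 also: 0% = DMSO wells with substrate and 100% = DMSO wells lacking glucose-6-phosphate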
# SENP8 inh: inhibitors of human SENP8 protease; recombinant SENP8, Nedd8 substrate fluorescence; inhibition, % at 20 µM; 360,000 compounds, 0.64% hits; Q96LD8; in the data active = inhibition mostly above about 40%, no sharp cut-off; inactive = mostly below about 27%
# Target sequence (Q96LD8 whole entry, looked up): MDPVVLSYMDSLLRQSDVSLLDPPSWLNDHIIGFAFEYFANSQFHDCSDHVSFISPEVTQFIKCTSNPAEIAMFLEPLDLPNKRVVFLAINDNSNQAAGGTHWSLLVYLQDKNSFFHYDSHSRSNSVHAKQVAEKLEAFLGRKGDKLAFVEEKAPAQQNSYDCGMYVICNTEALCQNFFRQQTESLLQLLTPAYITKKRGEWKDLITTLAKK
# * hit, by the source's call. An excerpt; the hit share may differ from the screen's.
cpd	mol	SENP1 inh	PfG6PD inh	SENP8 inh
1	COc1ccc(CC(=O)N(CCC2=CCCCC2)c2c(N)n(Cc3ccccc3)c(=O)[nH]c2=O)cc1	-8	0	6
2	CCC(=O)N(c1nnc(SC(C)C(=O)Nc2ccc(N3CCOCC3)cc2)s1)C1CC1 (stereo not drawn)	0	16	6
3	Cc1ccc(Nc2n[nH]c(=S)s2)cc1C	0	48	4
4	Cc1ccc([C@H]2N[C@]3(CCCN(Cc4cccn4C)C3=O)[C@H]3C(=O)N(Cc4ccccc4)C(=O)[C@@H]23)cc1	-2	-10	12
5	CSCc1ccc(C(=O)OCC(=O)NC2CCCC2)o1	3	-8	8
6	COc1ccc(CN2CCN(Cc3c[nH]c4ccccc34)CC2)cc1OC	-1	-7	16
7	Cc1cccc(-c2ccc3[nH]c4c(c3c2)CCN2C[C@@H]([C@H](C)OC(=O)Nc3ccccc3C)[C@@H](N(C)C(=O)Nc3ccccc3C)C[C@@H]42)c1	-42	19	-152
8	O=C(C1CN(C(=O)c2cc3ccccc3o2)c2ccccc2O1)N1CCCCC1 (stereo not drawn)	2	3	8
9	C=CCOc1ccc(C2NC(=O)c3ccccc3O2)cc1OC (stereo not drawn)	1	-5	-101
10	Cc1cn([C@H]2C[C@H](O)[C@@H](CNCc3ccc4ncccc4c3)O2)c(=O)[nH]c1=O	1	-2	4
11	O=C(CNC(=O)c1ccccc1)OC(C(=O)O)c1ccc(F)cc1 (stereo not drawn)	2	-6	24
12	O=C(Nc1ccc(Cl)cn1)c1cccc(S(=O)(=O)N2CCCCCC2)c1	5	11	11
13	COC(=O)C1=CCCCC(O)=C1C(=O)OC	1	-10	17
14	CC(C)N(C(=O)Cn1cc(S(=O)(=O)CC(=O)NCCc2ccccc2)c2ccccc21)C(C)C	3	-12	11
15	O=C(Cn1ccc(=O)[nH]c1=O)Nc1nccs1	2	8	6
16	Cc1ccc(F)cc1NC(=O)COC(=O)C1CC2CCCC(C1)C2=O (stereo not drawn)	2	7	-1
17	Cc1ccc(CS(=O)Cc2ccc(C(=O)NCCCc3ccccc3)o2)cc1 (stereo not drawn)	0	8	13
18	CCOC(=O)N1CCC(=NNC(N)=O)C1	0	-15	14
19	O=C(Cc1ccccc1F)Nc1cccc(S(=O)(=O)N2CCCCC2)c1	2	9	21
20	CCC[C@H]1CN(Cc2cccnc2)C(=O)[C@@H]1CC(=O)Nc1ccc(Br)cc1	2	12	17
21	O=C(c1cccs1)N1C[C@H](n2cc(C3CC3)nn2)[C@@H](O)C[C@@H]1c1ccc(Cl)cc1	0	-14	9
22	C[C@H]1CN([C@@H](C)CO)C(=O)CCCn2nncc2CO[C@@H]1CN(C)S(=O)(=O)c1cccc(C#N)c1	0	11	4
23	CCN1C(=O)[C@H]2[C@@H](c3ccc(OC)cc3)N[C@]3(CCCN(Cc4ccc(Br)cc4)C3=O)[C@H]2C1=O	2	-15	8
24	O=C(COC(=O)Cc1ccc(Cl)cc1Cl)NCc1ccco1	0	-18	7
25	Cc1ccc([C@H]2N[C@]3(CCCN(CC4CCCCC4)C3=O)[C@H]3C(=O)N(Cc4ccccc4)C(=O)[C@@H]23)cc1	1	15	15

# 5 of these compounds, set out differently:
19	O=C(Cc1ccccc1F)Nc1cccc(S(=O)(=O)N2CCCCC2)c1
20	CCC[C@H]1CN(Cc2cccnc2)C(=O)[C@@H]1CC(=O)Nc1ccc(Br)cc1
21	O=C(c1cccs1)N1C[C@H](n2cc(C3CC3)nn2)[C@@H](O)C[C@@H]1c1ccc(Cl)cc1
22	C[C@H]1CN([C@@H](C)CO)C(=O)CCCn2nncc2CO[C@@H]1CN(C)S(=O)(=O)c1cccc(C#N)c1
23	CCN1C(=O)[C@H]2[C@@H](c3ccc(OC)cc3)N[C@]3(CCCN(Cc4ccc(Br)cc4)C3=O)[C@H]2C1=O

assay / compound | 19 | 20 | 21 | 22 | 23
SENP1 inh | 2 | 2 | 0 | 0 | 2
PfG6PD inh | 9 | 12 | -14 | 11 | -15
SENP8 inh | 21 | 17 | 9 | 4 | 8

# Carrying on:
cpd	mol	SENP1 inh	PfG6PD inh	SENP8 inh
26	O=C1NC(Cc2ccccc2)c2nc3ccc(Br)cc3c(=O)n2-c2cc3ccccc3cc21 (stereo not drawn)	-1	4	2
27	COc1cc(C=NCc2ccccc2)ccc1O	-3	7	-44
28	CN(C)S(=O)(=O)c1cccc(C(=O)N2CCN(S(=O)(=O)c3ccc4c(c3)OCCO4)CC2)c1	2	-11	12
29	COc1cc(/C=C2/SC(=S)N(CCC(=O)Nc3cccnc3)C2=O)cc(OC)c1OC	16	-4	11
30	O=C(NCc1cccnc1)C1C2C=CC(C2)C1C(=O)Nc1cccc(C(F)(F)F)c1 (stereo not drawn)	0	14	13
31	COc1cc(C=CC(=O)N2CCN(CC(=O)N3CCCC3)CC2)cc(OC)c1OC	1	3	-137
32	NC(=O)C1CCN(CC(=O)Nc2ccc3c(c2)OCO3)CC1	-2	0	11
33	Cc1cc(C(=O)OC(C)C(=O)NC2CCCCC2C)c2ccccc2n1 (stereo not drawn)	3	4	0
34	Cc1ccc2nc(COC(=O)c3cccnc3Cl)cc(=O)n2c1	-1	18	-486
35	O=C(OCc1cn([C@H]2C[C@H](c3ccc(Cl)cc3)N(CC3CCCCC3)C[C@@H]2O)nn1)c1ccccc1	0	20	0
36	COc1ncccc1C(=O)N1CCCC(C(=O)Nc2cccc(-c3ccc(F)cc3)c2)C1 (stereo not drawn)	0	-2	9
37	O=C(c1ccco1)N1CCN(C2CN(Cc3ccc([N+](=O)[O-])cc3)S(=O)(=O)C2)CC1 (stereo not drawn)	1	14	9
38	Cc1ccc(OC(C)C(=O)Nc2cccc(S(=O)(=O)N3CCCCCC3)c2)cc1 (stereo not drawn)	1	17	19
39	CCOc1ccc(NC(=O)CN(C)C(=O)c2cc3c(s2)CCC3)cc1OCC	-1	13	4
40	COc1ccccc1-c1cnc2c(c1)C(=O)N([C@@H](C)CO)C[C@@H](C)[C@@H](CN(C)C(C)=O)O2	3	13	-29
41	CCOC(=O)c1cnn2c(SC)ncnc12	0	6	13
42	Cc1ccc(C(=O)OCC(=O)NCc2ccccc2)s1	0	1	9
43	CC1Cc2ccccc2N1C(=O)CSc1ccccn1 (stereo not drawn)	1	12	13
44	C#CC1(N2CCCCC2)CCCCC1	0	4	13
45	CC(OC(=O)[C@H](C)N=C1NS(=O)(=O)c2ccccc21)C(=O)Nc1ccc(F)c(F)c1F (stereo partly drawn)	2	2	13
46	CC(C#N)(NC(=O)CN1CCN(S(=O)(=O)c2cccc(F)c2)CC1)C1CC1 (stereo not drawn)	2	0	17
47	C[C@H](CO)N1C[C@H](C)[C@H](CN(C)S(=O)(=O)c2ccc(F)cc2)OCc2cnnn2CCCC1=O	-2	1	15
48	Cc1ccc(S(=O)(=O)N(C)C[C@@H]2OCc3cn(nn3)CCCC(=O)N([C@@H](C)CO)C[C@H]2C)cc1	1	3	7
49	CCN(CC)C(=O)C1=C(C)N(CCCOC)C(=O)C(CC(=O)NCc2cccs2)C1 (stereo not drawn)	2	-10	4
50	Cc1ccc(OCCCC(=O)N(C)CC(=O)Nc2c(C)cccc2C)cc1	0	-7	6
51	COc1cc(C=C2CN(C)C(=O)C2=O)ccc1O	6	36	20
52	CSc1ncccc1C(=O)OCC(=O)N(C)Cc1ccc(C)cc1	2	13	2
53	COc1ccc(-c2c(C#N)cnc(C)c2C)c(O)c1OC	0	50	12
54	COC(=O)[C@@H](NS(=O)(=O)c1ccc(F)cc1Br)C(C)C	1	-9	4
55	CCCc1c(C(=O)N/N=C(\CC)c2ccccc2)nnn1-c1nonc1N	4	5	21
56	COc1ccc(S(=O)(=O)N2CCCOC2CNC(=O)C(=O)NCCO)cc1 (stereo not drawn)	2	-2	7
57	CCCCn1c(N)c(N(CCOC)C(=O)c2oc3c(Cl)cccc3c2C)c(=O)[nH]c1=O	0	-9	16
58	C[C@H](CO)N1C[C@H](C)[C@H](CN(C)C(=O)N[C@H](C)c2ccccc2)OCc2ccccc2-c2c(n(C)c3ccccc23)C1=O	0	7	1
59	O=C(N/C(=C/c1cccc(Br)c1)C(=O)N1CCOCC1)c1ccco1	3	12	16
60	C[C@H]1CN([C@@H](C)CO)C(=O)CCCn2nncc2CO[C@@H]1CN(C)C(=O)Nc1cccc2ccccc12	-2	6	-284
61	COc1ccc(C(=O)Nc2nc(C)cs2)cc1S(=O)(=O)N1CCOCC1	1	6	-9
62	CCN(CC)C(=O)C1=C(C)N(CCCN2CCCC2=O)C(=O)C(CC(=O)NC2CC2)C1 (stereo not drawn)	2	-10	13
63	Nc1ccn([C@@H]2O[C@H](CNCc3cccc4c3sc3ccccc34)[C@@H](O)[C@H]2O)c(=O)n1	-2	-14	12
64	NC(=O)c1ccc(NC(=O)COC(=O)C23CC4CC(CC(C4)C2)C3)cc1	0	-2	4
65	C[C@@H]1CN([C@@H](C)CO)C(=O)CCCn2nncc2CO[C@H]1CN(C)C(=O)c1ccncc1	-1	0	4
66	O[C@@H]1CN(Cc2cccs2)[C@@H](c2ccc(Cl)cc2)C[C@H]1n1cc(C2CC2)nn1	2	5	-4
67	Cc1ccc([C@H]2N[C@]3(CCCN(Cc4ccc(C(F)(F)F)cc4)C3=O)[C@H]3C(=O)N(Cc4ccccc4)C(=O)[C@@H]23)cc1	0	10	11
68	COCC1CCN(C(=O)c2cc(COc3ccc(OC)cc3Cl)on2)C1 (stereo not drawn)	3	-3	6
69	O=C(CSc1nnc(-c2cccc(Br)c2)o1)NCC1CCCO1 (stereo not drawn)	1	6	15
70	O=C(OCc1cn([C@@H]2C[C@H](c3ccc(Cl)cc3)N(Cc3cccs3)C[C@H]2O)nn1)c1ccccc1	-1	11	4
71	CCN(CC)C(=O)C1=C(C)N(Cc2ccc(F)cc2)C(=O)C(CC(=O)NCCc2ccccn2)C1 (stereo not drawn)	-8	13	-4
72	COc1ccc(NC(=O)c2ccc(-c3ccc(F)cc3)o2)cc1OC	4	21	-14
73	COc1ccc(C2CCc3cc4c(cc3C2=NOC(C)=O)OCO4)cc1OC (stereo not drawn)	-2	19	-14
74	COc1ccccc1/C=N/Nc1nc(C)cc(=O)[nH]1	0	-4	-36
75	CCCCCCN1C[C@H](n2cc(C3CC3)nn2)[C@@H](O)C[C@@H]1c1ccc(Cl)cc1	0	15	8

# Random excerpt: 3 records from the list, in no set order.
cpd	mol	SENP1 inh	PfG6PD inh	SENP8 inh
62	CCN(CC)C(=O)C1=C(C)N(CCCN2CCCC2=O)C(=O)C(CC(=O)NC2CC2)C1 (stereo not drawn)	2	-10	13
73	COc1ccc(C2CCc3cc4c(cc3C2=NOC(C)=O)OCO4)cc1OC (stereo not drawn)	-2	19	-14
61	COc1ccc(C(=O)Nc2nc(C)cs2)cc1S(=O)(=O)N1CCOCC1	1	6	-9

# (next part)
cpd	mol	SENP1 inh	PfG6PD inh	SENP8 inh
76	Cc1ccc(S(=O)(=O)N2CCOCC2)cc1NC(=O)COC(=O)c1ccco1	-1	-8	11
77	O=C(C[C@H]1C(=O)N(CCc2ccccc2)C[C@@H]1Cc1ccccc1)Nc1ccc(Br)cc1	1	15	1
78	COC(=O)C[C@@H]1C[C@H]2c3cc(N(C)C)ccc3O[C@H]2[C@H](CO)O1	-1	0	2
79	Cc1cc(Br)ccc1NC(=O)CN(C)C(=O)c1ccccc1OCc1c(C)noc1C	1	0	6
80	CCCCCCNC(=O)O[C@H]1C[C@@H]2C(=O)N(c3ccccc3)C(=O)[C@@H]2[C@@H]2CN(S(=O)(=O)c3ccc(C)cc3)C[C@]12O	3	14	-2
81	Cc1ccccc1Nc1n[nH]c(=S)s1	0	29	13
82	O=[N+]([O-])c1ccc(C(S(=O)(=O)Cc2ccccc2)S(=O)(=O)Cc2ccccc2)cc1	10	0	20
83	C[C@@H]1CN([C@H](C)CO)S(=O)(=O)c2ccc(C#CCN(C)C)cc2O[C@@H]1CN(C)Cc1ccccc1F	2	13	-12
84	C#CCN(C[C@H]1[C@H](OC(=O)Nc2c(C)noc2C)[C@H](OC(=O)Nc2c(C)noc2C)C[C@@H](C(=O)OC)[C@H]1C(=O)OC)S(=O)(=O)c1ccc(C)cc1	3	-4	-1
85	COc1ccc(C(=O)N2CCOC2CNC(=O)C(=O)NCc2ccccc2)cc1 (stereo not drawn)	-2	-5	10
86	O=C(CS(=O)(=O)Cc1ccccc1)c1ccccc1	2	6	20
87	C[C@@H]1CN([C@@H](C)CO)C(=O)c2cc(Br)cnc2O[C@@H]1CN(C)C(=O)C1CCCCC1	1	1	4
88	O=C(c1ccccc1F)N1CCC2CC1c1cc(N3CCCCC3)ccc12 (stereo not drawn)	3	6	12
89	CCOc1ccc(CNC(=O)C2CCCN(S(=O)(=O)N3CCC(C)CC3)C2)cc1OC (stereo not drawn)	1	6	21
90	COc1cc(/C=C/CNC[C@H]2O[C@@H](n3ccc(N)nc3=O)[C@H](O)[C@@H]2O)ccc1O	-2	14	14
91	Cc1cc(C)c2c(=O)n3c(nc2c1)C(CC(C)C)NC(=O)c1cc2ccccc2cc1-3 (stereo not drawn)	-1	-17	-16
92	COc1cc2c(=O)[nH]c3cc([N+](=O)[O-])ccc3c2cc1[N+](=O)[O-]	4	5	16
93	CC1C(=O)N(Cc2cn(CC3CCCCC3)nn2)CCS(=O)(=O)N1Cc1ccc(-c2ccncc2)cc1 (stereo not drawn)	-6	18	5
94	Cc1ccsc1C(=O)OCC(=O)NCc1cccs1	-1	25	3
95	C[C@H]1CN([C@@H](C)CO)C(=O)CCCn2cc(nn2)CO[C@@H]1CN(C)S(=O)(=O)c1cccc(C#N)c1	0	-9	12
96	COc1cccc(NC(=S)NC(Cc2ccccc2)c2ccccc2)c1 (stereo not drawn)	1	28	8
97	O=C1NC(=O)C(=CC=Cc2ccccc2)S1	2	-42	-264
